From PubChem
KOR beta-arrestin-1 = kappa opioid receptor activators – cell-based, luminescence, uHTS, primary screen (AID 1777) | activation, % at 10 µM; hits with a dose series show EC50 in µM | KOR beta-arrestin recruitment, luminescence; higher % means a stronger effect | hit rate 0.02% among 280,000; in the data active means activation above about 50%, passing the limit was not always enough; further: a part of the inactive calls stands beside numbers as strong as those of hits
NTR1 agonist = agonists of NTR1, primary screen, imaging, U2OS cells, beta-arrestin-GFP, high content (AID 493036) | P30989 | NTR1-U2OS beta-arrestin-GFP spot imaging, agonist mode | activation, % at 20 µM | hit rate 0.17% among 330,000;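 active means activation at or above 40% of the spot to cytoplasm intensity ratio, with at least 20 cells analyzed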;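 further: 0% = DMSO without peptide and 100% = 100 nM NTR1 peptide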
Target sequence (P30989 whole entry, looked up): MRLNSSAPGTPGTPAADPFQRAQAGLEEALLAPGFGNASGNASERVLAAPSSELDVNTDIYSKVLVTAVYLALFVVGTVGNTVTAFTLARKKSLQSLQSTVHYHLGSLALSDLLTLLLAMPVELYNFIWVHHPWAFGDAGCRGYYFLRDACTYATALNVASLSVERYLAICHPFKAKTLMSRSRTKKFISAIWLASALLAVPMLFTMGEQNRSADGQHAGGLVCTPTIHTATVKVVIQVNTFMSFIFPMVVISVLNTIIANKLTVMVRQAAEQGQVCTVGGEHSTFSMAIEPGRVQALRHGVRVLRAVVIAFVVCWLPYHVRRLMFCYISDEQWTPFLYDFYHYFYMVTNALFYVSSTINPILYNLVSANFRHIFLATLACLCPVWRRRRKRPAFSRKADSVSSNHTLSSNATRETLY
GPR55 antagonists = GPR55 antagonists blocking LPI-driven arrestin recruitment, primary screen, imaging, U2OS, beta-arrestin-GFP, LPI agonist (AID 2013); U2OS GPR55 beta-arrestin-GFP translocation imaging, LPI antagonism; higher % means a stronger effect; inhibition, % at 10 µM, or IC50 in µM where a hit was titrated; hit rate 0.13% among 290,000;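 active means spots per cell inhibited over 60%, with over 100 cells counted and total cytoplasm intensity under 500,000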;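 further: U2OS cells stably carrying GPR55 and arrestin-GFP stimulated by 5 µM LPI near EC80; imaged beta-arrestin-GFP aggregate spots per cell after agonist stimulation; plate controls were LPI-stimulated DMSO wells for no effect and DMSO wells without LPI for full effect; some results filed as inactive read as strong as hits; confirmed hits need IC50 under 10 µM and bright autofluorescent wells are also inconclusive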
GPR35 antagonists = GPR35 antagonists blocking zaprinast-driven arrestin recruitment, primary screen, imaging, U2OS, beta-arrestin-GFP, zaprinast agonist (AID 2058); U2OS GPR35 beta-arrestin-GFP translocation imaging, zaprinast antagonism; higher % means a stronger effect; inhibition, % at 10 µM, or IC50 in µM where a hit was titrated; hit rate 0.052% among 290,000;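 active means inhibition of at least 50% with at least 30 cells and total cytoplasm GFP at most 10,000,000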
UTI89 phage lysis = protection from phage-mediated lysis, alamar blue read-out – E. coli UTI89, K1F phage, bacterial capsule biogenesis inhibitors (AID 488966) | E. coli UTI89 K1F phage lysis, alamar blue, 2 h; higher % means a stronger effect | one-dose inhibition, % at 100 µM; IC50 in µM for titrated hits | hit rate 0.02% among 340,000;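 active means phage lysis inhibition, versus mean bacterial control, above a set limit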;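 further: capsule biogenesis inhibitors block K1F phage lysis so surviving cells raise fluorescence; higher fluorescence means more inhibition of phage lysis; actives were called in the ten point dose series up to 300 µM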
KOR beta-arrestin-2 = kappa opioid receptor blockers – cell-based, luminescence, uHTS (AID 1778). inhibition, % at 10 µM; hits with a dose series show IC50 in µM. hit rate 0.091% among 290,000. KOR beta-arrestin recruitment, luminescence, antagonist mode; higher % means a stronger effect; in the data active means inhibition above about 50%; further: strong numbers were not always called active
NOD1 NF-kB reporter = NOD1 signaling inhibitors, primary screen, cell-based, luminescence, uHTS (AID 1578). NOD1-driven NF-kB luciferase reporter cells, luminescence; higher % means a stronger effect. one-dose inhibition, % at 4 µM; EC50 in µM for titrated hits. hit rate 1% among 290,000; in the data active means inhibition mostly above about 36%, no sharp cut-off; inactive means mostly below about 34%;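 further: HEK-293T reporter cells stimulated with the NOD1 agonist gamma-tri-DAP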
MgcRacGAP inhibition = MgcRacGAP GTPase-activating activity inhibitors, confirmation, biochemical, ADP Hunter fluorescence. MgcRacGAP-stimulated Rac1 GTP hydrolysis, ADP Hunter fluorescence; higher % means a stronger effect; GST-tagged Rac1 F28L mutant substrate. inhibition, % at 30 µM; hits with a dose series show IC50 in µM. hit rate 0.6% among 340,000;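 active means first-screen hits whose inhibition reached a set limit at any dose in the follow-up dose series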;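 further: fluorescence reports GDP produced by GAP-driven GTP hydrolysis; strong numbers were not always called active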
GPR55 beta-arrestin = selective activators of receptor GPR55 – imaging, U2OS cells, beta-arrestin-GFP redistribution, primary screen (AID 1961). U2OS GPR55 beta-arrestin-GFP redistribution imaging; higher % means a stronger effect. activation, % at 10 µM, or EC50 in µM where a hit was titrated. hit rate 0.048% among 290,000;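 active means activation above 40% with more than 50 cells counted in the well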;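 further: U2OS osteosarcoma cells stably expressing GPR55 and beta-arrestin-GFP; plate controls were DMSO negative control for no effect and LPI positive control for full effect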
NTR1 agonist cell count 20 µM = also measured in NTR1 agonist; calls as there; cell count; measured here: cell count, cytotoxicity flag
The depositor's hits bear a star; . = no result given; [ ] = dose if it differs, or a comment. Not all compounds are listed; rates above refer to the full screens.

SMILES | KOR beta-arrestin-1 | NTR1 agonist | NTR1 agonist cell count 20 µM | GPR55 antagonists | GPR35 antagonists | UTI89 phage lysis | KOR beta-arrestin-2 | NOD1 NF-kB reporter | MgcRacGAP inhibition | GPR55 beta-arrestin
Cc1ccc(-c2csc(N(CCO)CCCn3c(C(F)(F)F)nc4ccccc43)n2)cc1 | -4.5% | 19 | 84 | 6% | -18% | -1.2% | -58%[20 µM] | -17% | -5% | -0.2%
Cc1ccc(/C=C2/SC(=S)N(CCC(=O)N3CCOCC3)C2=O)cc1 | -1.7% | -1.0 | 50 | -4% | 3% | -0.7% | -5% | -8% | 6% | -0.1%
CCc1ccccc1NC(=O)Cn1nnc(C(=O)NCc2cccs2)c1N | -3.0% | -1.2 | 79 | -13% | 10% | 0.1% | -55% | -36% | 10% | -0.5%
O=C(Nc1nccs1)c1ccccc1Br | -4.7% | -0.5 | 67 | 10% | 8% | -1.8% | -27%[20 µM] | -15% | 7% | 0.0%
CCN(CC)S(=O)(=O)c1cc(Br)ccc1OC | -9.2% | -1.8 | 98 | -3% | -5% | 0.4% | 8% | 4% | 8% | 0.8%
COC(CNC(=O)CCc1c(C)nc2c(-c3ccccc3)c(C)nn2c1C)OC | 1.3% | 0.5 | 96 | 6% | 9% | 0.1% | 17% | -1% | 7% | -0.1%
C=CCOc1c(OC)cc(/C=N/Nc2cccc(C(=O)O)c2)c(Br)c1Br | 7.1% | . | . | 2.9µM* | -6% | -3.8% | 30% | -14% | 9% | 0.0%
CCOc1ccc(-n2cnnn2)cc1S(=O)(=O)NCCc1ccc(OC)c(OC)c1 | -4.8% | 0.6 | 44 | -2% | -12% | 0.2%[50 µM] | 11% | 4% | 9% | -0.1%
CNC(=O)/C=C1\NC(C)(C)Cc2c1ccc1ccccc21 | 0.9% | 2.7 | 42 | 5% | 7% | 2.0%[50 µM] | -6% | 14% | -8% | -0.1%
Cc1occc1C(=O)NCc1ccccn1 | 0.0% | 0.6 | 84 | 2% | 4% | 0.1% | 20% | -28% | 11% | 0.2%
COC(=O)c1[nH]c2cc(OC)ccc2c1NC(=O)CN1CCC(C(N)=O)(N2CCCCC2)CC1 | -1.8% | 0.9 | 73 | 0% | 0% | 0.6% | 12% | -30% | 13% | 0.5%
CSc1nnc(C2CCCN2)n1C (stereo not given) | 3.9% | -5.6 | 70 | 9% | 8% | -1.7% | -14% | -9% | 4% | -0.2%
CC(C)C(=O)Nc1cccc(NC(=O)c2ccc(Cl)cc2Cl)c1 | -3.0% | 0.6 | 59 | 7% | -12% | 3.3% | . | -18% | 2% | 0.6%
CCOC(=O)C1CCN(Cc2c(C(=O)N3CCOCC3)nc3c(C)cccn23)CC1 | 3.0% | -0.7 | 57 | 0% | -5% | -0.2% | 0% | -6% | -4% | 0.4%
O=C(Cn1nc([N+](=O)[O-])nc1Br)NC1CCCCC1 | -2.8% | 1.1 | 56 | -2% | 0% | -1.1% | -1% | -26% | 4% | -0.2%
Cc1ccc(S(=O)(=O)N(C)C)cc1NC(=O)CN1C(=O)NC2(CCCCCCC2)C1=O | 3.9% | 1.1 | 50 | 4% | -10% | 0.1% | -16% | -42% | 6% | -0.1%
Cn1c(=O)c2[nH]c(-c3ccccc3)nc2n(C)c1=O | -1.5% | . | . | -8% | -2% | . | -15% | -24% | . | -0.1%
Cc1ccc(-c2csc3nc[nH]c(=S)c23)cc1C | 0.6% | 7.0 | 76 | 2% | 7% | 0.1% | 5% | 36% | 8% | 0.2%
COc1ccc(CCNC(=O)COc2cc(=O)n(C)c3ccccc23)cc1OC | -1.2% | -0.4 | 106 | 13% | -3% | 0.3% | -8% | -7% | 7% | -0.3%
COc1cccc(/C=c2\s/c(=C\C(=O)C(C)(C)C)[nH]c2=O)c1 | 0.4% | 8.5 | 66 | -4% | -7% | 0.5% | 5% | -28% | 3% | -0.2%
CC(=O)c1cccc(NC(=O)CCCCCn2nnc3ccccc3c2=O)c1 | 0.2% | -0.1 | 72 | -1% | 6% | 1.2%[50 µM] | 2% | -3% | 4% | -0.2%
CC(C)(C)OC(=O)N1CCC(C(=O)N[C@@H](Cc2ccccc2)C(=O)O)CC1 | -5.2% | 0.4 | 37 | -8% | 6% | 8.1% | -1% | -4% | 5% | -0.1%
O=C(N[C@@H](Cc1ccccc1)C(=O)OCc1ccccc1)c1nc[nH]c1C(=O)NC(c1ccccc1)c1ccccc1 | -1.4% | 4.1 | 95 | 4% | -4% | 0.2% | 8% | 11% | 11% | -0.2%
COc1ccc2nc(Cl)c(C#N)cc2c1 | . | 0.9 | 39 | 11% | -10% | -2.0% | -15%[20 µM] | -17% | 9% | -0.1%
CCOC(=O)c1cc(-c2ccccc2)sc1NC(=O)c1ccc(OC)c(OC)c1 | 3.1% | 4.6 | 36 | -5% | 3% | 2.0%[50 µM] | 5% | -15% | 13% | -0.1%
CCCC(=O)Nc1nc(C)c(-c2csc(Nc3cc(OC)ccc3OC)n2)s1 | 3.5% | 16 | 88 | -3% | 20% | 0.0% | -62% | 10% | 3% | -0.1%
CC1CCCCC1NC(=S)NC(=O)c1cccs1 (stereo not given) | 1.5% | 9.8 | 57 | -3% | 7% | -0.1% | -12% | 2% | 12% | 0.0%
O=C1N=C(N2CCOCC2)S/C1=C1\C(=O)N(Cc2ccccc2)c2ccccc21 | -1.3% | 1.3 | 78 | -9% | -1% | 1.2% | -59% | -80% | -1% | -0.3%
CCc1nnc(NS(=O)(=O)c2ccc(N/C=C\C(=O)c3cccc(OC)c3)cc2)s1 | . | -0.2 | 37 | 5% | 4% | -3.5% | 4%[20 µM] | -23% | 1% | -0.1%
Cc1ccc(-c2onc3ccc(C(=O)O)cc23)cc1 | -3.1% | -0.8 | 45 | -7% | -11% | 0.5% | 18% | -8% | 8% | -0.2%
CCCNC(=O)Cn1c(=O)oc2cc(S(=O)(=O)N3CCCC3)ccc21 | -3.2% | -1.2 | 49 | 0% | -17% | 15% | -1%[20 µM] | -16% | 9% | 0.8%
O=C(c1ccc(Nc2cccc(C(F)(F)F)c2)nc1)N1CCCC1 | -4.5% | 1.2 | 52 | -2% | 2% | 9.5% | -3% | -29% | -6% | -0.2%
Cc1nn(CCC(=O)NNC(=S)Nc2ccc(F)cc2)c(C)c1[N+](=O)[O-] | 5.4% | -2.2 | 83 | -1% | 47% | -0.5% | -13% | -34% | -1% | -0.4%
O=C(CSc1nnc(-c2ccc(F)cc2)c2ccccc12)NCC1CCCO1 (stereo not given) | -5.6% | 1.4 | 49 | 2% | 2% | -0.3% | 19% | -24% | -8% | 0.2%
CC1=C(C(=O)Nc2ccc(F)cc2)C(c2cccc(C)c2)n2nc(CCCO)nc2N1 (stereo not given) | -0.7% | -0.2 | 40 | 0% | 14% | 3.6% | -7% | -10% | -6% | 0.4%
O=C(O)C1C2CCC(O2)C1C(=O)NCCC1=CCCCC1 (stereo not given) | -6.1% | -0.1 | 29 | -5% | 0% | -0.1% | -7% | -11% | 11% | -0.1%
Cc1ccc(N(C)S(=O)(=O)c2csc(C(N)=O)c2)cc1C | -3.2% | 0.7 | 79 | -4% | -1% | 0.1% | 45% | -10% | 11% | 0.0%
CCCCOC(=O)NCN1C(=O)C2C3C=CC(C3)C2C1=O (stereo not given) | 1.3% | 0.6 | 30 | -1% | -3% | 0.8% | 12% | . | 11% | -0.1%
OCCN=c1cc(-c2ccccc2)oc2ccc(Cl)cc12 | 2.6% | 3.9 | 48 | 14% | -6% | -0.3% | -22% | -2% | 14% | 0.3%
COC(C(=O)Nc1ccnn1C1CCN(Cc2cnn(C(C)C)c2)CC1)c1ccccc1 (stereo not given) | -2.8% | -0.4 | 50 | 6% | 22% | 0.1% | 0% | -24% | 4% | 0.0%
Cc1cc(C)c(S(=O)(=O)c2cccc(C)c2C)c(=O)[nH]1 | 5.3% | -2.0 | 94 | 14% | 3% | 0.3% | -34% | 18% | 5% | 0.0%
COc1cccc(N(CC(=O)NCc2ccco2)C(=O)CCC(=O)Nc2nccs2)c1 | 1.4% | 2.8 | 53 | 0% | -7% | 0.4% | 25% | -6% | -5% | 0.0%
CCS(=O)(=O)c1nc(S(=O)(=O)c2ccc(C)cc2)c(NCCCN(C)C)s1 | 5.6% | 1.4 | 24 | -2% | 2% | 0.4% | -50% | -5% | 4% | -0.1%
COC(=O)C(CC(C)C)NC(=O)c1ccc([N+](=O)[O-])c(C)c1 (stereo not given) | 3.2% | 2.6 | 69 | -3% | -1% | 2.3% | -26% | -1% | -1% | 0.2%
O=C(CCN1C(=O)/C(=C/c2ccccc2F)SC1=S)NC1C=CS(=O)(=O)C1 (stereo not given) | -8.8% | -0.3 | 53 | -22% | 10% | -0.2% | 19% | 6% | 16% | -0.2%
COc1ccc(O)c(-c2cc(-c3ccc(F)cc3)n[nH]2)c1 | -3.5% | 11 | 61 | -3% | -10% | 0.1% | -4% | -10% | 10% | 0.0%
S=c1[nH]ccn1CCc1ccccc1 | 0.8% | 0.5 | 76 | -6% | 19% | 1.0% | -9% | -10% | 14% | 0.0%
OC1(c2cccc(C(F)(F)F)c2)CCN(c2ccc(-c3ccccc3)nn2)CC1 | 0.5% | 4.3 | 67 | -2% | 9% | 4.3% | -59% | -9% | 3% | 0.2%
Cc1ccc(CCC(=O)NCc2ccccc2)o1 | -0.9% | -0.4 | 68 | 3% | 9% | 0.1% | 15% | -11% | 6% | 0.2%

A section of the results above, as a working copy:
SMILES | KOR beta-arrestin-1 | NTR1 agonist | NTR1 agonist cell count 20 µM | GPR55 antagonists | GPR35 antagonists | UTI89 phage lysis | KOR beta-arrestin-2 | NOD1 NF-kB reporter | MgcRacGAP inhibition | GPR55 beta-arrestin
CCS(=O)(=O)c1nc(S(=O)(=O)c2ccc(C)cc2)c(NCCCN(C)C)s1 | 5.6% | 1.4 | 24 | -2% | 2% | 0.4% | -50% | -5% | 4% | -0.1%
COC(=O)C(CC(C)C)NC(=O)c1ccc([N+](=O)[O-])c(C)c1 (stereo not given) | 3.2% | 2.6 | 69 | -3% | -1% | 2.3% | -26% | -1% | -1% | 0.2%
O=C(CCN1C(=O)/C(=C/c2ccccc2F)SC1=S)NC1C=CS(=O)(=O)C1 (stereo not given) | -8.8% | -0.3 | 53 | -22% | 10% | -0.2% | 19% | 6% | 16% | -0.2%
COc1ccc(O)c(-c2cc(-c3ccc(F)cc3)n[nH]2)c1 | -3.5% | 11 | 61 | -3% | -10% | 0.1% | -4% | -10% | 10% | 0.0%
